dFosB activator: activators of mouse delta FosB homodimer | P13346 | purified delta FosB, TAMRA-CDK5 oligo fluorescence polarization; percent of positive-control signal above neutral wells | activation, % at 25 µM | hit rate 0.99% among 340,000;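 active = mean activation above about 17%, with every replicate also reaching it, limit read from the data, passing the limit was not always enough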;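 also: fluorescence polarization rise as delta FosB binds a TAMRA Cdk5 AP-1 oligo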
Wnt bcat act: activators of Wnt/beta-catenin signaling; activation, % at 9.35 µM; Wnt/beta-catenin reporter cell assay, activator, plate reader; hit rate 1.2% among 300,000; AID 743398; in the data active = activation above about 30%, passing the limit was not always enough;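 also: 0% = neutral control wells and 100% = positive control wells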
MITF TRPM1 HTS: MITF TRPM1 promoter activation in melanoma cells. SK-MEL-5 TRPM1-promoter luciferase, 24 h; % of positive control, neutral wells = 0. activation, % at 12.5 µM. hit rate 0.75% among 300,000;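 active = mean activation of at least 80% with every replicate also reaching 80%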;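 also: 0% = neutral control wells and 100% = parthenolide positive control wells; values of inactives mirror those of a sister screen read the other way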
HTR5A ag ctr: counter-screen for OPRM1-OPRD1 agonists: human HTR5A agonism; HTR5A agonist assay, luminescence, cell-based; activation, % at 9.3 µM; hit rate 0.61% among 340,000; in the data active = activation mostly above about 9.5%, no sharp cut-off; inactive = mostly below about 7.6%;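 also: 0% = cells with vehicle only and 100% = reference agonist; strong numbers were not always called active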
Rtt109 Vps75: blocks Candida albicans Rtt109/Vps75 acetyltransferase activity; Q5AAJ8; AID 540336; hit rate 0.16% among 330,000; inhibition, % at 34.9 µM; purified Rtt109/Vps75, ThioGlo CoA-SH fluorescence, 4 h;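 active = inhibition of at least 50% in every replicate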
Target sequence (Q5AAJ8 whole entry, looked up): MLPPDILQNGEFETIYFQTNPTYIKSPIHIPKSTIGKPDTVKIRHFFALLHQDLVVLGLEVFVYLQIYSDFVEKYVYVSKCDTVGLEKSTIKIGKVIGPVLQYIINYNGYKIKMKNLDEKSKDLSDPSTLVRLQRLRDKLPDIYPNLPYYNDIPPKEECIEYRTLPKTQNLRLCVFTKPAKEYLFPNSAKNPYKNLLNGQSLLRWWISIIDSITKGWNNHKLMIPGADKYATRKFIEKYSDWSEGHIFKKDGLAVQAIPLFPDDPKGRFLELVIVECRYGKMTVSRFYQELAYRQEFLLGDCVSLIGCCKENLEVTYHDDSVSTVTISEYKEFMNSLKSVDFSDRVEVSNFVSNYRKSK
cardiac RTF act: cardiac RTF calcium sensitization; P19429+P45379; IANBD-labeled TnC RTF fluorescence at EC20 calcium; 0% EC20 calcium, 100% full calcium; activation, % at 7.2 µM; hit rate 0.24% among 340,000;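 active = activation above the mean over all tested compounds plus 3 SD, cut at about 30% in these data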;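 also: rise in fluorescence read as greater calcium sensitivity of cardiac thin filaments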
SR-BI DiI-HDL act: activators of SR-BI mediated HDL lipid uptake; hit rate 0.096% among 320,000; activation, % at 12.5 µM; CHO ldlA[mSR-BI] cells, DiI-HDL uptake fluorescence, 3 h; 100 = double the neutral-control signal;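 active = mean replicate activation of at least 60% and every replicate at or above 60%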;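 also: 0% = median plate neutral-control signal and 100% = twice that signal; values of inactives mirror those of a sister screen read the other way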
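system = CHO ldlA[mSR-BI] cells, LDL receptor-null, SR-BI overexpressing | medium = Ham's F12 with 0.5% BSA, HEPES 25 mM, pH 7.4 | probe or stimulus = DiI-HDL 10 µg/mL | compound dosing = single-point compound dose | incubation = compound exposure 3 h, 37 °C | technique = DiI fluorescence, bottom read | read-out = cell-associated DiI fluorescence as measure of HDL uptake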
SR-BI DiI inh: inhibitors of mouse SR-BI mediated HDL lipid uptake; hit rate 0.96% among 320,000; inhibition, % at 12.5 µM; ldlA[mSR-BI] CHO cells, DiI-HDL uptake fluorescence, 3 h;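 active = mean replicate inhibition of at least 70% and a set share of replicates each scoring 70 or more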;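 also: 0% = median of neutral control wells and 100% = median of positive control wells; values of inactives mirror those of a sister screen read the other way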
PvdQ acylase: blocks Pseudomonas aeruginosa PvdQ acylase activity; purified PvdQ acylase, fluorescence plate reader; inhibition, % at 10 µM; hit rate 0.063% among 340,000; AID 488965; in the data active = inhibition above about 30%, passing the limit was not always enough;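 also: 0% = vehicle neutral wells and 100% = reference inhibitor wells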
CDK5 inh: inhibitors of human CDK5/p35 kinase. Q00535+Q15078. Recombinant CDK5/p35, ADP-Glo luminescence, 60 min. inhibition, % at 10 µM. hit rate 0.01% among 330,000;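 active = highest replicate inhibition of at least 50% and at least 75% of replicates reaching 50%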;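 also: plate controls were DMSO neutral control for no effect and GW8510 at 10 µM for full effect; many of its hits are not listed in these tables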
Target sequence (Q00535 whole entry, looked up): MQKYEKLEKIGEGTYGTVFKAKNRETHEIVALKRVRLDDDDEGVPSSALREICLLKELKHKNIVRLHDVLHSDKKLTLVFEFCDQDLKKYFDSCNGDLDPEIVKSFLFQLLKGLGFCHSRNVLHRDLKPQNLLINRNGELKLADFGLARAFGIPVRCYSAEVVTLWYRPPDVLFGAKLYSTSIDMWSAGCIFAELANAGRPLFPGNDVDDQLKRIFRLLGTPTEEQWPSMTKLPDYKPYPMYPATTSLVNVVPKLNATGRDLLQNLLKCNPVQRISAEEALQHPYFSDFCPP
Target sequence (Q15078 whole entry, looked up): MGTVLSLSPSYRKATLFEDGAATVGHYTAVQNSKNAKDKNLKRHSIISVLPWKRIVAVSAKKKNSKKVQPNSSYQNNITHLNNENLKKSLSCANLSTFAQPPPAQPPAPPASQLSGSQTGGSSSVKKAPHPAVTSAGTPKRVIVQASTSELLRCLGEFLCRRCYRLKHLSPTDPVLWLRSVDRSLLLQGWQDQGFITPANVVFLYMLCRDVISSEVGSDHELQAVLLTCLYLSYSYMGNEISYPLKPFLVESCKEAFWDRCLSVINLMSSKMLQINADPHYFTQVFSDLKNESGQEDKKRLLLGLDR
* marks the source's active call; other numbers are inactive results; nt = no result given. Random draw from the library. About 4.4% of those tested had a hit in this group.

The line under a structure holds: dFosB activator, Wnt bcat act, MITF TRPM1 HTS, HTR5A ag ctr, Rtt109 Vps75, cardiac RTF act, SR-BI DiI-HDL act, SR-BI DiI inh, PvdQ acylase, CDK5 inh
Cn1nnc2cc(C(=O)N3CCN(c4ccccc4)CC3)ccc21
→ -7, 8, 7, -2, -9, 8, 1, -1, -8, -7.2
CN(CC(=O)Nc1ccccc1Cl)C(=O)C1CSC2(C)CCC(=O)N12 (stereo not drawn)
→ -1, 2, 3, 2, -11, 1, nt, -4, -3, 0.1
O=C(CCS(=O)(=O)c1cc(Br)cc2c1N(C(=O)C1CC1)CC2)N1CCN(c2ccccn2)CC1
→ -16, -1, -8, 2, -4, 1, nt, nt, -1, 1.5
CC(NC(=O)c1ccc(Br)o1)C1CCCO1 (stereo not drawn)
→ 8, 0, 2, 4, 8, -3, nt, -19, 4, -1.6
O=C(O)C1C2OC3C(OC(=O)C31)C2Br (stereo not drawn)
→ 1, -5, 4, 3, -2, 3, 17, -17, -17, 0.5
NS(=O)(=O)c1cnccc1Oc1cccc(Cl)c1
→ -8, -2, nt, 4, 2, 0, nt, nt, -18, -0.3
O=C(NC1CCCC1)C1CCN(C(=O)Nc2cccc(Cl)c2)CC1
→ -5, 5, 10, -3, -8, 2, -10, 10, -15, 0.1
O=C(Nc1ccccc1Cc1ccccc1)c1ccncc1
→ -7, -1, 16, -1, 12, -2, 27, -27, 5, -0.1
O=C(CCC1COc2ccccc2O1)N1CCCC1 (stereo not drawn)
→ -8, -1, 1, 1, 30, -5, nt, nt, 9, -0.1
COc1ccc(CCNc2nc3ccccc3n3nnnc23)cc1OC
→ 10, 11, nt, 5, -3, 7, -1, 1, -17, -0.1
O=[N+]([O-])c1ccccc1Nc1ccccc1[N+](=O)[O-]
→ -1, -1, 3, 1, 11, -3, -40, 40, -12, -2.3
CC1Cc2ccccc2N1C(=O)CSc1nnc(-c2ccccc2)c(-c2ccccc2)n1 (stereo not drawn)
→ -4, -4, -21, 3, -4, -5, -32, 32, 3, 2.5
O=C(CSc1cccc2cccnc12)N/N=C/c1cccc(O)c1
→ -11, -1, -3, -2, -4, 6, -6, 6, 3, -4.7
Cc1nc(N2CCCCC2)c2c(C)c(C(=O)Nc3cccc(C(F)(F)F)c3)sc2n1
→ -4, -2, 4, 14*, -10, -1, -78, 78*, -14, 0.0
O=C(Nc1ccccc1F)c1ccc(Cn2cc(Br)cn2)cc1
→ 0, 0, 21, 6, -3, -1, 3, -3, 0, -0.9
CCN(CC)c1ccc(/C=C/C(=O)c2ccc(Br)cc2)cc1
→ -3, 7, 11, 6, 5, 476*, 20, -20, -1, 1.3
COc1cc(NC(=O)c2ccc(Cl)cc2)c(OC)cc1NC(=O)CN1CCOCC1
→ -7, -1, 5, 2, -3, 5, -19, 19, -10, 1.2
CN(C(=S)NC1=CCS(=O)(=O)C1)C1CCCCC1
→ 2, -3, nt, -1, -9, 1, 3, -3, -5, 0.6
CC(C)N1CC(COc2ccccc2Cl)OC1=O (stereo not drawn)
→ 1, 0, 5, -5, 11, -4, 7, -7, 0, 0.6
O=c1cc(-c2ccc(O)cc2)oc2ccc3ccccc3c12
→ -52, -14, -83, 6, 0, 3, -13, 13, -5, 12
CCCCN(C(=O)COC(=O)c1ccc(C)s1)c1c(N)n(CCC)c(=O)[nH]c1=O
→ 2, 0, -7, 0, 2, 0, -17, 17, -3, -1.3
O=C1CC(c2ccccc2)CC(O)=C1C=NCc1ccc(Cl)cc1 (stereo not drawn)
→ -5, nt, 1, 2, -5, 3, 9, -9, 4, 0.3
Nc1ccc(N2CCN(C(=O)c3ccco3)CC2)cc1
→ -14, nt, -6, 0, -5, 1, -6, 6, -3, -0.8
Nc1ccc(C(=O)OCC(=O)Nc2ccc3c(c2)OCO3)cc1[N+](=O)[O-]
→ -2, nt, 2, 6, 3, 4, 5, -5, -9, -0.6
O=C(NCC(=O)N1CCN(c2ccccc2O)CC1)c1ccccc1
→ 5, 7, 14, 4, -6, -2, nt, nt, -15, -0.2
CCN(CC)C(NC(=O)Cc1ccccc1)C(Cl)(Cl)Cl (stereo not drawn)
→ -3, 40*, 8, 6, 3, -1, 3, -3, 1, -0.4
CN(C)C(=O)c1ccc(NC(=O)c2cncc(Br)c2)cc1
→ 0, nt, 63, 6, -9, -2, -6, 6, -4, 5.5
COc1ccccc1N1CCN(Cc2nc(-c3ccc(F)cc3)oc2C)CC1
→ -11, 1, -13, 0, -2, -2, -14, 14, -2, 0.4
CCN(CC)C(=O)C1CCCN(Cc2ccc3ccccc3c2)C1 (stereo not drawn)
→ -1, -1, -5, -2, 1, 1, -8, 8, -7, -1.3
O=C(OCC1COC(c2ccccc2)(c2ccccc2)O1)c1ccccc1 (stereo not drawn)
→ -1, 2, -2, -1, 3, 2, 33, -33, -10, -2.5

Reprinted at random: 3 entries already listed
The line under a structure holds: dFosB activator, Wnt bcat act, MITF TRPM1 HTS, HTR5A ag ctr, Rtt109 Vps75, cardiac RTF act, SR-BI DiI-HDL act, SR-BI DiI inh, PvdQ acylase, CDK5 inh
O=C1CC(c2ccccc2)CC(O)=C1C=NCc1ccc(Cl)cc1 (stereo not drawn)
→ -5, nt, 1, 2, -5, 3, 9, -9, 4, 0.3
CN(C)C(=O)c1ccc(NC(=O)c2cncc(Br)c2)cc1
→ 0, nt, 63, 6, -9, -2, -6, 6, -4, 5.5
Cc1nc(N2CCCCC2)c2c(C)c(C(=O)Nc3cccc(C(F)(F)F)c3)sc2n1
→ -4, -2, 4, 14*, -10, -1, -78, 78*, -14, 0.0

(next part)
Codes: A = dFosB activator; B = Wnt bcat act; C = MITF TRPM1 HTS; D = HTR5A ag ctr; E = Rtt109 Vps75; F = cardiac RTF act; G = SR-BI DiI-HDL act; H = SR-BI DiI inh; I = PvdQ acylase; J = CDK5 inh
CC1CN(C(=O)C2CC2)C(C)CN1C(=O)C1CC1 (stereo not drawn)
  A: -5	B: -1	C: -4	D: 3	E: -1	F: -4	G: 0	H: 0	I: -5	J: 0.8
CCCCNS(=O)(=O)c1ccc2nc(-c3cccnc3)cc(C(=O)NCCCOC)c2c1
  A: 4	B: 4	C: -10	D: -3	E: -3	F: -3	G: 6	H: -6	I: 2	J: 1.1
Cc1ccc(O)c(-c2[nH]ncc2C(=O)c2ccc(Cl)cc2)c1
  A: -4	B: -4	C: -18	D: 1	E: 2	F: -3	G: -20	H: 20	I: -21	J: -0.1
CC(C)CN(C)C(=O)CCc1nnc(Cc2ccc(-c3ccccc3)cc2)o1
  A: -8	B: nt	C: 6	D: 2	E: 1	F: -1	G: -4	H: 4	I: -1	J: -0.4
CC(=O)c1c(C)[nH]c(C(=O)OCC(=O)NCc2ccc3c(c2)OCO3)c1C
  A: 2	B: -2	C: 2	D: 2	E: -7	F: -1	G: -21	H: 21	I: -15	J: -0.4
CC1Cc2cc(/C(O)=C3\C(=O)C(=O)N(Cc4cccnc4)C3c3ccccc3F)ccc2O1 (stereo not drawn)
  A: 4	B: nt	C: -12	D: -3	E: -2	F: 4	G: 24	H: -24	I: 10	J: 1.0
CN(C(=O)c1ccc2nccnc2c1)C1CCCCC1
  A: 2	B: 1	C: 12	D: -3	E: -3	F: 5	G: 9	H: -9	I: -24	J: 3.0
O=C(CCn1c(=O)[nH]c2ccsc2c1=O)N(CCc1ccccc1)Cc1ccccc1
  A: -9	B: 0	C: -4	D: 5	E: -4	F: 11	G: nt	H: -5	I: -26	J: -4.8
N#Cc1c(NCCCO)nc(-c2ccccc2)c2c1CCCC2
  A: -6	B: nt	C: 16	D: 2	E: -11	F: 21	G: -50	H: 50	I: -9	J: -6.0
COc1ccc(C2=NOC(Cn3nc(C(=O)NCc4cccs4)cc3-c3ccccc3)C2)cc1 (stereo not drawn)
  A: -2	B: -2	C: 7	D: -2	E: -1	F: 1	G: -3	H: 3	I: -13	J: 2.1
Cc1c(C)c2ccc(OCC(=O)N3CCC[C@@H]3C(=O)O)c(C)c2oc1=O
  A: -1	B: -3	C: nt	D: -2	E: 5	F: 1	G: -5	H: 5	I: -8	J: 0.8
COc1ccc(-c2nc(C3CCCCC3)c3cc(OC)ccc3n2)cc1
  A: -9	B: -4	C: 10	D: 6	E: -1	F: -6	G: -69	H: 69	I: -12	J: -2.4
CCOC(=O)c1[nH]c(C)c(C(=O)Nc2ccccc2F)c1C
  A: -5	B: nt	C: 28	D: -2	E: -8	F: 2	G: -31	H: 31	I: -9	J: 0.9
COc1cccc(CN(C)Cc2nc(C3CC3)no2)c1
  A: -6	B: 0	C: 15	D: 2	E: -7	F: 3	G: 5	H: -5	I: 10	J: 1.5
CCOC(=O)/C(=N\Nc1cccc(Cl)c1)Sc1nnc(-c2ccc(OC)cc2)n1C
  A: -37	B: nt	C: -5	D: 2	E: -2	F: 2	G: 23	H: -23	I: -6	J: nt
O=S(=O)(NCCCCCNS(=O)(=O)c1c(F)cccc1F)c1ccc2c(c1)OCCO2
  A: -5	B: 0	C: 5	D: -2	E: -3	F: 5	G: 2	H: -2	I: -4	J: -0.2
CN(CC(=O)Nc1ccc(N2CCOCC2)cc1)C(=O)c1ccc(CS(C)(=O)=O)cc1
  A: 5	B: -3	C: 13	D: -1	E: -3	F: 6	G: -3	H: 3	I: 2	J: 0.8
Cc1cccc(C)c1NC(=O)CNC(=O)c1ccc(COc2ccccc2)o1
  A: 11	B: -2	C: 8	D: -1	E: -2	F: 0	G: -8	H: 8	I: -19	J: 0.7
COCc1ccc(C(=O)N2CCCC(C(=O)c3cccc(C(F)(F)F)c3)C2)o1 (stereo not drawn)
  A: -7	B: 3	C: 12	D: 3	E: 7	F: -2	G: nt	H: nt	I: 4	J: 0.4
COc1ccc(NC(=O)CSC2CCCCC2)cc1
  A: -8	B: nt	C: 77	D: -3	E: 2	F: -3	G: 27	H: -27	I: -11	J: -0.3

Among those listed so far, these have a furan ring, fused or not:
Codes: A = dFosB activator; B = Wnt bcat act; C = MITF TRPM1 HTS; D = HTR5A ag ctr; E = Rtt109 Vps75; F = cardiac RTF act; G = SR-BI DiI-HDL act; H = SR-BI DiI inh; I = PvdQ acylase; J = CDK5 inh
CC(NC(=O)c1ccc(Br)o1)C1CCCO1 (stereo not drawn)
  A: 8	B: 0	C: 2	D: 4	E: 8	F: -3	G: nt	H: -19	I: 4	J: -1.6
Nc1ccc(N2CCN(C(=O)c3ccco3)CC2)cc1
  A: -14	B: nt	C: -6	D: 0	E: -5	F: 1	G: -6	H: 6	I: -3	J: -0.8
Cc1cccc(C)c1NC(=O)CNC(=O)c1ccc(COc2ccccc2)o1
  A: 11	B: -2	C: 8	D: -1	E: -2	F: 0	G: -8	H: 8	I: -19	J: 0.7
COCc1ccc(C(=O)N2CCCC(C(=O)c3cccc(C(F)(F)F)c3)C2)o1 (stereo not drawn)
  A: -7	B: 3	C: 12	D: 3	E: 7	F: -2	G: nt	H: nt	I: 4	J: 0.4
